Rev-erbA mod: modulators of Rev-erb alpha DNA binding, primary screen, biochemical, FITC-DNA, fluorescence polarization, uHTS; Nuclear receptor subfamily 1 group D member 1 (Homo sapiens), P20393; Rev-erbα–FITC-DNA binding, 90 min; activity, % at 10 µM; hit rate 0.79% among 370,000;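 active means activity above about 14%, limit read from the data; passing the limit was not always enough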;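 further: 0% = DMSO wells with 35 nM protein and 100% = DMSO wells with 750 nM protein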
Target sequence (P20393 whole entry, looked up): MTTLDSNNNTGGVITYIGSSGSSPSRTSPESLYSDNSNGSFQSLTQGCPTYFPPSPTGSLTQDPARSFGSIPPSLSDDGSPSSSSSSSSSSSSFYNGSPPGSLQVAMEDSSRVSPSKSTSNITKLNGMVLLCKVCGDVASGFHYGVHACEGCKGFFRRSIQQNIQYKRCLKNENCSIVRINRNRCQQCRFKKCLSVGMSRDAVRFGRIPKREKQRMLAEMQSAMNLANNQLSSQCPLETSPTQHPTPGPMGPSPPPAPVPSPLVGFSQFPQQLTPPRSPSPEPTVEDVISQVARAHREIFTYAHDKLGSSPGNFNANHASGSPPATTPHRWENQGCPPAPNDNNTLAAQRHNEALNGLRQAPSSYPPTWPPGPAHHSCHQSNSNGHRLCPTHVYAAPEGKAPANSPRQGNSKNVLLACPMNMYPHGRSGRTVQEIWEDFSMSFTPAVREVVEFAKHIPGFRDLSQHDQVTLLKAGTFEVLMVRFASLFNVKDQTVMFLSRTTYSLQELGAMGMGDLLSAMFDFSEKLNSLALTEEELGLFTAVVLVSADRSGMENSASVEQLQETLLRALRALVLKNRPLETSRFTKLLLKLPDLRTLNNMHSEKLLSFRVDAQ
TCR-CD3 inh: inhibitors of human TCR-CD3 interaction, primary screen, biochemical, fluorescence, TAMRA-labeled TCR probe | T-cell receptor (TCR) | inhibition, % at 9.4 µM | hit rate 0.37% among 360,000; in the data active means inhibition above about 19%;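 further: recombinant mutant TCR 2C K166C tagged with TAMRA read by polarization; 0% = receptor in buffer alone and 100% = receptor with positive control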
UHRF1 MBD2 ctr: UHRF1 methylated DNA binding inhibitors, primary screen, counter-screen for MBD2 inhibitor project, biochemical, TR-FRET, human UHRF1, single concentration; E3 ubiquitin-protein ligase UHRF1 (Homo sapiens), Q96T88; UHRF1 binding to methylated oligo; inhibition, % at 4.4 µM; hit rate 0.75% among 370,000; AID 687016, 2013; in the data active means inhibition above about 21%;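 further: UHRF1 SRA domain binding a hemimethylated CpG hairpin DNA probe; 0% = median of test compound wells and 100% = reference inhibitor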
HTRA1 inh: HTRA1 serine protease inhibitors, primary screen, biochemical, fluorescence polarization, HTS; hit rate 0.5% among 340,000; inhibition, % at 5.96 µM; Q92743; recombinant HTRA1, FP-rhodamine activity-based probe; in the data active means inhibition above about 36%;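 further: 0% = enzyme with DMSO and 100% = wells lacking enzyme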
LEDGF integ inh: blockers of LEDGF/p75-dependent integrase strand transfer – biochemical, TR-FRET, high throughput, primary screen. TR-FRET IN-LEDGF/p75 DNA integration, Eu/Cy5. AID 743269, 2014. hit rate 0.64% among 370,000. inhibition, % at 3.7 µM;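 active means inhibition above the screen-wide mean plus 3 SD, cut at about 13% in these data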;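 further: signal is the Cy5 over europium emission ratio at 671 and 618 nm; 0% = plate median of compound wells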
PRMT1 FP inh: PRMT1 methyltransferase inhibitors, primary screen, biochemical, fluorescence polarization; Protein arginine N-methyltransferase 1 (Homo sapiens), Q99873; recombinant PRMT1, activity-based probe fluorescence polarization; inhibition, % at 2.79 µM; hit rate 1.3% among 370,000;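 active means inhibition above about 21% made by adding two undisclosed values, limit read from the data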
PG9 Ab binder: binders of HIV-1 gp120 antibody PG9, primary screen, biochemical, TR-FRET; inhibition, % at 6.7 µM; TR-FRET gp120-PG9 antibody binding; HIV-1 gp120 / PG9 antibody interaction; hit rate 0.43% among 360,000; AID 624416, 2012; in the data active means inhibition above about 8.5%
rCAG RNA binder: binders of r(CAG) RNA repeats, primary screen, biochemical, fluorescence | r(CAG) RNA repeat, TO-PRO-1 dye displacement fluorescence | inhibition, % at 3 µM | hit rate 1.3% among 370,000 | AID 651821, 2012;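 active means inhibition above the plate cutoff, the mean of all test compounds on that plate plus 3 SD, cut at about 35% in these data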;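 further: 0% = DMSO alone and 100% = 100 µM mitoxantrone as full dye displacement; higher means more dye released from RNA so lower well fluorescence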
MBD2 DNA inh: inhibitors of MBD2 binding to methylated DNA, primary screen, biochemical, TR-FRET, DNA-binding domain, human. hit rate 0.31% among 370,000. MBD2 binding to methylated oligonucleotide. inhibition, % at 4.4 µM. Methyl-CpG-binding domain protein 2 (Homo sapiens), Q9UBB5. AID 686964, 2013; in the data active means inhibition above about 13%
Target sequence (Q9UBB5 whole entry, looked up, the tested form may be a part): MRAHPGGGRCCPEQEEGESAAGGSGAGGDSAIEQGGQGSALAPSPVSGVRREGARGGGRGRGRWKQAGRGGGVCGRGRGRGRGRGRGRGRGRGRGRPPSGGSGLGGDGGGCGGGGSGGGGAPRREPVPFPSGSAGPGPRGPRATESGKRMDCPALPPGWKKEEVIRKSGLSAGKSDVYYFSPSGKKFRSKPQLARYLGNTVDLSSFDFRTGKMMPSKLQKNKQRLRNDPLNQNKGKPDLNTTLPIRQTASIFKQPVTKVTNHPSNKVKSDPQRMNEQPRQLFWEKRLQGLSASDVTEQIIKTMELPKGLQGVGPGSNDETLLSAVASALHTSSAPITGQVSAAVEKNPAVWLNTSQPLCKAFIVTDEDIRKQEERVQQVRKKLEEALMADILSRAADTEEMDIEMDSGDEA
ABHD4 inh: ABHD4 inhibitors, primary screen, biochemical, fluorescence polarization, mouse; purified mABHD4, FP-Rh probe fluorescence polarization; (Lyso)-N-acylphosphatidylethanolamine lipase (Mus musculus), Q8VD66; inhibition, % at 8.92 µM; hit rate 0.54% among 370,000;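 active means inhibition exceeding the mean over every tested compound plus 3 SD, cut at about 30% in these data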;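 further: 0% = plate median of compound wells and 100% = S159A mutant with DMSO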
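Test system: mABHD4 protein | Buffer or medium: HEPES pH 7.0 buffer, 150 mM NaCl, 0.01% Pluronic F-127 | Probe or stimulus: FP-Rh fluorescent activity-based probe, added after compound pre-incubation | Timing: Pre-incubation 45 min, probe exposure 60 min, at 25 °C | Technique: Fluorescence polarization, excitation 525 nm, emission 598 nm, BODIPY TMR filters | Repeats: Single well per compound (singlicate)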
* hit, by the source's call; nt = no result given. Only part of the results is shown. The share of hits here may be higher or lower than overall.

SMILES	Rev-erbA mod	TCR-CD3 inh	UHRF1 MBD2 ctr	HTRA1 inh	LEDGF integ inh	PRMT1 FP inh	PG9 Ab binder	rCAG RNA binder	MBD2 DNA inh	ABHD4 inh
Cc1ccc2c(c1)N(CC(=O)NCc1cccs1)C(=O)CO2	1	5	2	-9	-3	2	-1.9	-2	6	9
COc1cc(CNC(C)c2ccccc2)cc(Br)c1OCc1ccccc1 (stereo unspecified)	1	5	-1	-15	2	-1	-1.2	-7	-1	11
COc1cccc(OCCCn2cc(/C=C3/C(=N)N4C=C(C)SC4=NC3=O)c3ccccc32)c1	3	-2	-2	-8	-3	1	-0.6	5	1	-5
COc1cccc2sc(NC(=O)c3ccc(Br)s3)nc12	8	-3	1	-11	-4	0	-42	0	3	-9
CN(C)c1nc(N)nc(CSc2nc3c(c(=O)n(C)c(=O)n3C)n2Cc2ccccc2F)n1	0	3	1	6	3	-3	-1.0	0	4	-2
COc1ccc(NS(=O)(=O)c2ccc(C)c(NC(=O)NC3CCCCC3)c2)cc1	-1	6	1	-33	3	-1	-1.5	8	0	-37
CCOC(=O)C1(CCOc2ccccc2)CCN(Cc2ccncc2)CC1	-2	4	-2	-12	-1	0	-2.4	-7	0	4
CCOC1=C2CN(S(=O)(=O)c3ccccc3)[C@@H](c3ccccc3)C[C@H]2[C@H]2C(=O)N(c3ccccc3)C(=O)[C@H]2C1	-3	4	1	nt	1	1	-0.4	15	-3	6
CCOc1cccc(C2C(C#N)=C(N)Oc3cc(C)oc(=O)c32)c1OCC (stereo unspecified)	0	2	3	-4	2	-3	2.3	0	3	4
CC(=O)Nc1ccccc1NC(=O)CN(C)S(=O)(=O)c1ccc(C)cc1	6	9	-2	6	5	-2	0.9	1	0	5

Single records, as listed above. Screens in order: Rev-erbA mod | TCR-CD3 inh | UHRF1 MBD2 ctr | HTRA1 inh | LEDGF integ inh | PRMT1 FP inh | PG9 Ab binder | rCAG RNA binder | MBD2 DNA inh | ABHD4 inh
Profile of CC(=O)Nc1ccccc1NC(=O)CN(C)S(=O)(=O)c1ccc(C)cc1 = 6 | 9 | -2 | 6 | 5 | -2 | 0.9 | 1 | 0 | 5
Profile of CN(C)c1nc(N)nc(CSc2nc3c(c(=O)n(C)c(=O)n3C)n2Cc2ccccc2F)n1 = 0 | 3 | 1 | 6 | 3 | -3 | -1.0 | 0 | 4 | -2
Profile of COc1cc(CNC(C)c2ccccc2)cc(Br)c1OCc1ccccc1 (stereo unspecified) = 1 | 5 | -1 | -15 | 2 | -1 | -1.2 | -7 | -1 | 11

Other results follow:
SMILES	Rev-erbA mod	TCR-CD3 inh	UHRF1 MBD2 ctr	HTRA1 inh	LEDGF integ inh	PRMT1 FP inh	PG9 Ab binder	rCAG RNA binder	MBD2 DNA inh	ABHD4 inh
CC(C)/C=N\NC(=O)CCCCC(=O)N/N=C/C(C)C	0	-10	3	-5	-8	3	-0.2	-1	1	5
COc1ccc(CNS(=O)(=O)/C=C/c2ccccc2CNC(=O)OC(C)(C)C)cc1	4	nt	-2	nt	2	-5	nt	-2	-1	-3
CCCOc1nccc2c1n(C)c(=O)n2C	8	nt	-1	nt	0	-2	nt	-1	-4	3
O=C(COC(=O)c1ccc(CO)cc1)Nc1ccc(OC(F)F)cc1	2	-6	7	-6	-10	3	-1.8	1	9	-12
O=C(O)c1cccc(N2C(=O)CSC2=S)c1	-4	0	2	1	-1	15	-1.2	5	1	-21
O=C(CNC(=O)c1cncc(Br)c1)Nc1ccc(F)c(F)c1F	-3	4	0	-3	3	-1	-2.1	1	0	5
CC(C)[C@H]1COCCS(=O)(=O)N1Cc1ccccc1-c1ccccc1	8	-6	-1	-12	-2	3	-0.7	0	4	1
COCc1cc(Sc2ccc(Br)cc2)nc(-c2ccccc2)n1	-1	3	-2	-2	4	-2	-1.1	2	-1	5
CCCn1c(C)cc(/C=C(\C#N)C(=O)OCC(=O)NC(=O)NC(C)(C)C)c1C	4	-1	5	6	0	1	-1.7	-1	-3	-2
CC(=O)c1ccc(NC(=O)COC(=O)CCC(=O)c2cccs2)cc1	1	-3	0	6	1	-2	-0.2	-3	3	-2
Cc1ccnc(NC(=O)CCC(=O)N(CC(=O)NCc2ccc(F)cc2)CC2CCCO2)c1 (stereo unspecified)	6	5	-1	2	10	1	-0.7	0	-1	-4
Clc1ccc(CNc2ccc3nnc(-c4ccccc4)n3n2)cc1	-4	0	-1	-15	5	-9	0.3	2	-4	-7
NS(=O)(=O)c1ccc(CCn2c(=S)[nH]c3ccccc3c2=O)cc1	-8	0	-2	-4	2	-4	-0.9	5	-1	-7
O=C(/C=C/c1ccccc1)NCCc1ccccc1	-4	12	5	6	0	1	1.9	8	0	-3
CCN(CC)C(=O)[C@H]1CC(CC(=O)NCc2cccc(C(F)(F)F)c2)C(=O)N2CCc3c([nH]c4ccccc34)[C@]12C (stereo partly specified)	8	1	-1	1	-2	3	-0.1	0	1	4
O=c1cnn(Cc2c(Cl)cccc2Cl)c2ccccc12	-9	1	2	-5	4	-4	0.1	-4	-3	4
CCC[C@H]1[C@@H](NC(=O)c2ccc(Cl)c(C(F)(F)F)c2)CC[C@@]23CCCN2C(=O)CCC[C@@H]13	-8	nt	-1	nt	-2	2	nt	nt	2	1
CCCNC(=O)COC(=O)c1cccnc1Nc1ccccc1F	-1	-1	0	-4	-1	-1	-2.8	0	-6	4
O=S(=O)(Nc1cc(Sc2cccc3cccnc23)c(O)c2ccccc12)c1ccc(F)cc1	8	-3	-15	nt	24*	73*	-3.5	16	-37	38*
O=S(=O)(NCCC1=CCCCC1)c1cccc(S(=O)(=O)N2CCOCC2)c1	4	2	12	1	0	1	-0.7	5	1	-2
COc1ccc(NC(=O)C2c3ccccc3OCC(=O)N2C2CC2)cc1 (stereo unspecified)	-1	-3	-2	nt	0	1	-0.8	1	2	-1
CC[C@H](CO)Oc1cc(NCc2ccc(Cl)c(Cl)c2)c2ncn(C(C)C)c2c1	-2	-4	-1	14	-2	1	-0.8	-4	1	29
Clc1ccc(C2=NCCN2)cc1	4	5	0	0	-1	-6	0.5	-3	-3	8
CCCCCCCNC(=O)CN1N=C(c2ccc(C)cc2)CCC1=O	3	3	1	-4	1	1	0.7	-10	0	-2
Cc1ccc(NC2Sc3ccccc3NC2=O)cc1 (stereo unspecified)	-2	-6	-2	-10	2	10	1.7	7	-2	8
CC(=O)Oc1ccc(C(=O)[C@H]2[C@H]3C(=O)N(c4ccc(C)cc4)C(=O)[C@H]3[C@@H]3C=CC=NN32)cc1	-7	6	0	0	1	1	-1.4	13	1	6
CC(C)c1nc2sc3c(=O)n(N)cnc3c2c2c1COC(C)(C)C2	-3	2	-3	4	3	-4	-2.0	1	-2	6
Cc1cc2c(cc1C)-n1nnnc1C(N1CCN(CC(=O)NC(C)C)CC1)C(=O)N2 (stereo unspecified)	4	11	-2	nt	3	-3	0.8	0	-5	2
CCOC(=O)C1(CC2CCCCO2)CCN(C(=O)NCc2ccccc2)CC1 (stereo unspecified)	-4	10	-2	5	-2	-3	0.8	-8	-5	-1
C[C@@H]1CN([C@@H](C)CO)C(=O)CCCn2nncc2CO[C@H]1CN(C)S(C)(=O)=O	0	-4	0	1	5	-3	-2.0	1	2	-4
COc1ccc(/C=N/NC(=O)c2cc(C)n(-c3ccccc3)c2C)cc1OC	7	1	-6	-14	-6	2	0.0	-2	-2	-3
COc1ccc(C)cc1NC(=O)CCS(=O)(=O)c1cccc2nonc12	3	6	-1	-4	6	0	1.5	-2	3	16
CCOC(=O)c1ccc(S(=O)(=O)N2CCN(c3ccccn3)CC2)cc1	-4	-10	6	1	-1	8	0.1	-2	0	-11
COc1ccc(C(=O)/C=C/c2ccc(OCc3ccccc3)cc2)cc1CSCC(=O)O	-9	-2	0	-53	3	4	-1.6	57*	3	-18
COc1cccc(NC(=O)CN(C)C(=O)Cc2ccc3c(c2)OCCO3)c1	-6	0	-2	-2	92*	-4	-0.6	-2	2	4
Cc1cc(/C=N/NC(=O)c2ccccn2)c(C)n1-c1cccc([N+](=O)[O-])c1	-1	-6	0	7	-1	0	1.7	2	2	-7
O=C(/C=C/c1cccc(Cl)c1)NCc1ccncc1	-7	-1	-1	-3	-2	-2	0.4	3	3	6
Cc1ccc(C)c2[nH]c(=O)c(CN(Cc3cccnc3)C(=S)NCc3ccco3)cc12	5	2	-1	-34	4	-3	1.4	-1	-4	-4
COC(=O)C(CCC(=O)CN1C(=O)c2ccccc2C1=O)N1C(=O)c2ccccc2C1=O (stereo unspecified)	1	-6	0	0	-4	3	1.3	0	0	-2
COCOCCn1cc(CN2CCS(=O)(=O)N(Cc3ccc(-c4cccc(N(C)C)c4)cc3)C(C(C)C)C2=O)nn1 (stereo unspecified)	-4	-1	-3	2	0	-1	0.5	16	-3	-3
CCOC1(c2ccccc2)OC(=O)c2ccccc21 (stereo unspecified)	5	-2	4	3	0	1	0.4	-4	0	0
O=Cc1cnc(N2CCN(Cc3ccccc3)CC2)s1	0	-6	-2	1	-3	3	0.1	-3	4	7

Looked up by structure from the entries so far (seven):
SMILES	Rev-erbA mod	TCR-CD3 inh	UHRF1 MBD2 ctr	HTRA1 inh	LEDGF integ inh	PRMT1 FP inh	PG9 Ab binder	rCAG RNA binder	MBD2 DNA inh	ABHD4 inh
O=C(/C=C/c1cccc(Cl)c1)NCc1ccncc1	-7	-1	-1	-3	-2	-2	0.4	3	3	6
COc1ccc(C(=O)/C=C/c2ccc(OCc3ccccc3)cc2)cc1CSCC(=O)O	-9	-2	0	-53	3	4	-1.6	57*	3	-18
COc1ccc(C)cc1NC(=O)CCS(=O)(=O)c1cccc2nonc12	3	6	-1	-4	6	0	1.5	-2	3	16
COC(=O)C(CCC(=O)CN1C(=O)c2ccccc2C1=O)N1C(=O)c2ccccc2C1=O (stereo unspecified)	1	-6	0	0	-4	3	1.3	0	0	-2
COc1ccc(/C=N/NC(=O)c2cc(C)n(-c3ccccc3)c2C)cc1OC	7	1	-6	-14	-6	2	0.0	-2	-2	-3
O=Cc1cnc(N2CCN(Cc3ccccc3)CC2)s1	0	-6	-2	1	-3	3	0.1	-3	4	7
CCOC(=O)c1ccc(S(=O)(=O)N2CCN(c3ccccn3)CC2)cc1	-4	-10	6	1	-1	8	0.1	-2	0	-11

Bioassay records (PubChem)
